Screening results from PubChem.
RGS4 pot: RGS4 potentiation or activation | AID 463111 | HEK293 M3R/inducible RGS4, carbachol calcium flux Fluo4; hits give low values | 0.92% of 310,000 active | B-score at 10 µM;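 active = B-score of the integrated calcium signal more than 4 SD below the library mean, with starting fluorescence not abnormally high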;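 also: negative B-score means reduced calcium response which marks RGS4 activation or potentiation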
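Assay system: HEK293 FlpIn-TREx cells, stable M3R, doxycycline-inducible RGS4 / Probe or stimulus: carbachol, ECmax concentration / Times: overnight RGS4 induction, 30 min dye load 37 °C, 20 min compound RT / Signal: kinetic calcium fluorescence imaging with Fluo4-AM dye, 2 µM / Measure: Agonist-evoked peak-minus-minimum fluorescence over baseline, integrated ratio, B score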
KCNQ1 block: inhibitors of human KCNQ1 potassium channel; P51787; CHO-K1 KCNQ1, FluxOR thallium flux fluorescence; hits give high values; B-score at 10 µM; 1.3% of 310,000 active; AID 2642;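 active = compounds whose thallium flux B-score, printed positive for inhibition, exceeds three library SD while starting fluorescence stays within three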;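 also: channel opened by potassium depolarization with thallium stimulus after 20 min compound exposure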
KCNK3 inh: human KCNK3 channel inhibition, primary screen; O14649; CHO-KCNK3 thallium flux, FluxOR fluorescence; hits give low values; B-score at 10 µM; 0.84% of 340,000 active; AID 602410;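 active = B-score under library mean minus 4 SD, starting fluorescence ratio at most library mean plus 5 SD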;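 also: more negative B-score means stronger inhibition of thallium flux through KCNK3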
Target sequence (O14649 whole entry, looked up): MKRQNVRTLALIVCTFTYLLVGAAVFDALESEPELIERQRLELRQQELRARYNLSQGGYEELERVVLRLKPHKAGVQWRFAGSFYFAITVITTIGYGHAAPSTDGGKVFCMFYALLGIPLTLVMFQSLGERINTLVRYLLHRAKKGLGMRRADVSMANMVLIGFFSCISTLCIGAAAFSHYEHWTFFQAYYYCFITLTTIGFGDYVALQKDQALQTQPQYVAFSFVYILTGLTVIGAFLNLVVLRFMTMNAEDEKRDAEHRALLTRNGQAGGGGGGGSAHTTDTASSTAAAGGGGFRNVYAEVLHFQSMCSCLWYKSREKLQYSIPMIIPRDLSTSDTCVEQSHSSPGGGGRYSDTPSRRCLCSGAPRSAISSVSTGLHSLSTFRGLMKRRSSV
ANO1 block: mouse TMEM16A channel inhibition, primary screen; AID 588511; 1.2% of 310,000 active; HEK293 TMEM16A/YFP iodide influx fluorescence, ionomycin; normalized B-score (activity score, 25-100; higher = stronger inhibition) at 10 µM; Q8BHY3;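 active = ratio plate-corrected score three or more library SD toward inhibition, starting fluorescence score within five deviations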;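 also: score derived from kinetic fluorescence span divided by baseline fluorescence per well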
TMEM16A act: activators or potentiators of mouse TMEM16A chloride channel | Q8BHY3 | AID 623877 | 0.3% of 340,000 active | B-score at 10 µM | HEK293 TMEM16A/YFP-H148Q/I152L, iodide quench fluorescence; hits give low values;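 active = fluorescence-ratio B-score plate-corrected deviation score at least 3 library SD below zero, with starting fluorescence score within 5 deviations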;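 also: channel opened by trigger with iodide after compound preincubation; score built on the fluorescence ratio of max minus min over baseline; more negative score means more quench and so TMEM16A activation or potentiation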
KCNK9 inh: blocks the human KCNK9 two-pore domain potassium channel. 1.2% of 310,000 active. HEK293 KCNK9, FluxOR thallium flux fluorescence; hits give low values. Q9NPC2. B-score at 10 µM. AID 488922;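 active = ratio B-score over 3 SD below the library mean, with starting fluorescence within 5 SD of its mean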;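 also: negative B-score means less thallium flux so channel inhibition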
RGS4 inh: human RGS4 inhibition. P49798. HEK293 M3R/RGS4 inducible, Fluo-4 calcium flux; hits give high values; triggered by carbachol at its EC20. B-score at 10 µM. 0.45% of 310,000 active. AID 463165;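 active = B-score, a plate-corrected calcium signal, over three deviations above library mean, with baseline fluorescence within five deviations of library mean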;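 also: RGS4 expression induced by doxycycline in cells with stable M3 receptor; B-score is computed from the integrated fluorescence ratio over baseline after carbachol; higher B-score means a larger calcium signal and so more RGS4 inhibition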
Target sequence (P49798 whole entry, looked up): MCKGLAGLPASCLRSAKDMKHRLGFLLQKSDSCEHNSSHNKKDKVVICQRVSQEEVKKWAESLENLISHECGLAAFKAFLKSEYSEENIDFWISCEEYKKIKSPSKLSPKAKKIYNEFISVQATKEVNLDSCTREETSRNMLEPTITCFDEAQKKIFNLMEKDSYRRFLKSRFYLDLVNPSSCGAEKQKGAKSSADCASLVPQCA
hERG protect: hERG (human) protection from proarrhythmic block. Q12809. activation (rescue from dofetilide block), less the hit threshold, % at 10 µM. CHO-hERG, FluxOR thallium flux, dofetilide IC70 present. 0.51% of 310,000 active. AID 1511;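 active = activation above the mean of controls blocked by dofetilide plus 5 SD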;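 also: thallium influx through hERG after potassium depolarization seen as dye fluorescence rise; in these data hits start at about 4.7%; inactives centre near -7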
MrgX1 PAM: allosterically activates human MrgX1 receptor signaling. Q96LB2. MrgX1-HEK293, Fluo-4 calcium flux, FDSS; hits give high values. B-score at 10 µM. 0.63% of 310,000 active. AID 588675;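 active = plate-corrected calcium response at least 3 library SD above typical, normal starting fluorescence, not activating the receptor alone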;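 also: compound read alongside a low EC10 to EC30 dose of BAM8-22 agonist; peak minus trough fluorescence over baseline measured at the second addition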
Target sequence (Q96LB2 whole entry, looked up): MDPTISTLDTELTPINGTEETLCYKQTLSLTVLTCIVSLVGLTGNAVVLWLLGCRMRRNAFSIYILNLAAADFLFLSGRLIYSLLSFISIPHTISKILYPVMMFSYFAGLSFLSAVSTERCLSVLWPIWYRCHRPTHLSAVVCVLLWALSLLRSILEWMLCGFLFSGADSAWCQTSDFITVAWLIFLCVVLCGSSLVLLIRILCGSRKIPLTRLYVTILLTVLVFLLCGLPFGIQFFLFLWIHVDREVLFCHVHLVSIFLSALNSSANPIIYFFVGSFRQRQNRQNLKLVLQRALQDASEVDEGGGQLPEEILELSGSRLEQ
KCNQ1 act: potentiates or activates the human KCNQ1 potassium channel; B-score at 10 µM; AID 2648; CHO-K1 KCNQ1, thallium flux FluxOR fluorescence; hits give high values; 0.35% of 310,000 active;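 active = fluorescence ratio B-score, a plate-corrected score, at least three library SD, with initial intensity B-score within 5 SD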
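Material: CHO-K1 cells stably expressing KCNQ1. Medium: assay buffer for compound exposure, DMSO matched across wells. Reagent: K+/Tl+ depolarizing stimulus. Compound dosing: single-concentration screen. Times: 37 °C overnight plating, 90-min dark dye load, 20-min compound pretreatment. Technique: FluxOR Tl+ flux fluorescence.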
MrgX1 ag: human MrgX1 receptor agonism, primary screen | Q96LB2 | MrgX1-HEK293 cells, Fluo-4 calcium fluorescence, agonist mode; hits give high values | B-score at 10 µM | 0.44% of 310,000 active | AID 588627;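 active = calcium response B-score plate-corrected fluorescence ratio at least 3 library SD, with starting fluorescence B-score inside 5 SD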
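Assay system: MrgX1-expressing HEK293 cells / Amount: fifteen thousand cells per well / Doses: test compound in the initial addition of three / Timing: cells plated overnight, dye loaded 0.5 h 37 °C, 0.5 h room temperature / Technique: kinetic calcium dye fluorescence, Fluo-4 NW / Control set: positive and negative controls per plate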
* marks the source's active call; other numbers are inactive results; i = inactive; nt = no result given.

SMILES	RGS4 pot	KCNQ1 block	KCNK3 inh	ANO1 block	TMEM16A act	KCNK9 inh	RGS4 inh	hERG protect	MrgX1 PAM	KCNQ1 act	MrgX1 ag
O=C(C1=C[C@H](c2coc3ccccc3c2=O)C[C@H](OCCCCO)O1)N1CCN(Cc2ccccc2)CC1	i	i	i	i	i	i	i	-9	i	i	i
Clc1ccc(C(c2nnnn2C2CCCC2)N2CCSCC2)cc1 (centres undefined)	i	i	i	i	i	i	i	-7	i	i	i
CCOC(=O)C1CCCN(C(=O)c2cn(CC)c(=O)c3cc(OC)c(OC)cc23)C1 (centres undefined)	i	i	i	i	i	i	i	-11	i	i	i
CCOC(=O)Cc1csc(NC(=O)Cc2ccc([N+](=O)[O-])cc2)n1	i	i	i	i	i	i	i	-11	i	i	i
c1ccc(OCc2nc3ccccc3[nH]2)cc1	i	i	i	i	i	i	i	-10	i	i	i
COc1cc(C2C(C(=O)Nc3ccccc3OC)=C(C)Nc3ncnn32)ccc1O (centres undefined)	i	i	i	i	i	i	i	-10	i	i	i
CCCSc1ccc([C@H]2N[C@@](CC(C)C)(C(=O)OC)[C@H]3C(=O)N(C)C(=O)[C@@H]23)cc1	i	i	i	i	i	i	i	-5	i	i	i
Cc1ccc(-c2nc3ccccc3[nH]2)cc1NC(=S)NC(=O)c1ccccc1Br	-7.1*	i	i	i	i	i	i	-11	i	i	i
O=S(=O)(Cc1cc(Sc2ccc(Cl)cc2)nc(-c2ccccc2)n1)c1ccccc1	i	i	i	i	i	-8.5*	i	-10	i	i	i
COc1ccc(OC)c(NC(=O)c2cnc3n(c2=O)CCS3)c1	i	i	i	i	i	i	i	-3	i	i	i
COc1ccc(C(=O)NCc2cccs2)cc1S(=O)(=O)N1CCOCC1	i	i	i	i	i	i	i	-9	i	i	i
COc1ccc(N(C(=O)CCl)C(C)(C(=O)Nc2c(C)cccc2C)c2ccccn2)cc1 (centres undefined)	i	i	i	i	i	i	i	-11	i	i	i
O=C(O)CCc1ccc(-c2ccc(Br)cc2)n1-c1ccc(O)cc1	i	i	i	i	i	i	i	-8	i	i	i
NC(=O)C1CCN(S(=O)(=O)c2ccc3c(c2)OCCO3)CC1	i	i	i	i	i	i	i	-11	i	i	i
Cc1ccsc1C1NC(=O)c2c(sc3c2CCN(C)C3)N1 (centres undefined)	i	i	i	i	i	i	i	-11	i	i	i
O=C(O)C1CCC(Cn2c(SCc3cc(=O)n4cc(Br)ccc4n3)nc3ccsc3c2=O)CC1 (centres undefined)	i	i	i	i	i	i	i	-7	i	i	i
Cc1cccc(NC(=O)c2ccc(Cn3cc(C(F)(F)F)ccc3=O)cc2)c1	i	i	i	i	i	i	i	-7	i	i	i
O=C(NC1CCCC1)C(c1ccc(Cl)cc1)N1CCc2ccccc21 (centres undefined)	i	i	i	i	i	i	i	-10	i	i	i
Cc1ccccc1NC(=O)CSc1nc2ccc(Nc3nc(N4CCOCC4)nc(N4CCOCC4)n3)cc2s1	i	i	i	nt	i	i	i	-8	nt	i	nt
O=C(Nc1ccccc1)OCC1CCCO1 (centres undefined)	i	i	i	i	i	i	i	-7	i	i	i
NC(=O)[C@@H]1CCCN1C(=O)c1cc(COc2ccc(F)cc2F)on1	i	i	i	i	i	i	i	-6	i	i	i
CCOC(=O)Cn1c(=N)n(CCOc2ccc(OC)cc2)c2ccccc21	i	i	i	i	i	i	i	-8	i	i	i
O=C(Nc1ccc(S(=O)(=O)Nc2ncccn2)cc1)c1ccco1	i	i	i	i	i	i	i	-12	i	i	i
Cc1ccc(NC(=S)Nc2ccc(OC(F)F)c(Cl)c2)cc1Cl	i	i	i	i	i	i	i	-14	i	i	i
COCc1cc(CNC(=O)C2CCC(=O)N(Cc3ccccc3OC)C2)[nH]n1 (centres undefined)	i	i	i	i	i	i	i	-6	i	i	i
CCn1c(CSc2nc3ccccc3n2C)nc2ccccc21	i	i	i	i	i	i	i	-10	i	i	i
Cc1ccc(S(=O)(=O)Nc2nc3n(n2)C(c2ccc(Cl)cc2)CC(=O)N3)cc1 (centres undefined)	i	i	i	i	i	i	i	-9	i	i	i
Cc1cc(C)nc(-n2nc(C)c3c(=O)[nH]c(C(F)(F)F)nc32)n1	i	i	i	i	i	i	i	-2	i	i	i
O=C1c2cccc(OCC(=O)N3N=C(c4cccs4)CC3c3ccc(F)cc3)c2CCN1Cc1ccccc1 (centres undefined)	i	i	i	i	i	i	i	-8	i	i	i
CCOC(=O)C(NC(=O)N1CCCCC1)(c1ccccc1)C(F)(F)F (centres undefined)	i	i	i	i	i	i	i	-10	i	i	i
COc1ccc(-c2nnn(CC(=O)N(C3CCCCC3)C(C)C(=O)NC3CCCC3)n2)cc1OC (centres undefined)	i	i	i	i	i	i	i	-9	i	i	i
CC(=O)Oc1ccc(C(=O)Nc2cccc(NC(=O)c3ccco3)c2)cc1	i	i	i	i	i	i	i	-6	i	i	i
CCNC(=O)CN(c1ccc(Oc2ccccc2)cc1)S(=O)(=O)c1ccccc1	i	i	i	i	i	i	i	-9	i	i	i
Cc1ccc(S(=O)(=O)NCC2CCC(C(=O)NC3CCCCC3)CC2)cc1 (centres undefined)	i	i	i	i	i	i	i	-5	i	i	i
O=C(NC(=S)N1CCN(c2ccccc2)CC1)c1ccccc1	i	i	i	i	i	i	i	10*	i	20*	i
Cc1ccc(NC(=O)c2ccc(CSc3nccc(C)n3)cc2)cc1	i	i	i	i	i	i	i	-9	i	i	i
C[N+](C)(CC#N)C/C=C\c1ccccc1	i	i	i	i	i	i	i	-9	i	i	i
CC1(c2ccccc2)CC(c2ccccc2)=Nc2nonc2N1 (centres undefined)	i	i	i	i	i	i	i	-10	i	i	i
O=C1C(Cl)=C(NCC2CCCO2)C(=O)N1c1cccc(Cl)c1Cl (centres undefined)	i	i	i	i	i	i	i	-5	i	i	i
Cc1nnc(SCC(=O)Nc2nnc(-c3ccccc3)o2)s1	i	i	i	i	i	i	i	-17	i	i	i

The list goes on (three carried over from the part before).
SMILES	RGS4 pot	KCNQ1 block	KCNK3 inh	ANO1 block	TMEM16A act	KCNK9 inh	RGS4 inh	hERG protect	MrgX1 PAM	KCNQ1 act	MrgX1 ag
CC1(c2ccccc2)CC(c2ccccc2)=Nc2nonc2N1 (centres undefined)	i	i	i	i	i	i	i	-10	i	i	i
O=C1C(Cl)=C(NCC2CCCO2)C(=O)N1c1cccc(Cl)c1Cl (centres undefined)	i	i	i	i	i	i	i	-5	i	i	i
Cc1nnc(SCC(=O)Nc2nnc(-c3ccccc3)o2)s1	i	i	i	i	i	i	i	-17	i	i	i
CCCC1CCC(=NNC(=O)CNc2ccc(OC)cc2)CC1 (centres undefined)	i	i	i	i	i	i	i	-4	i	i	i
CCOc1ccc(-c2nc(C#N)c(N3CCN(CC)CC3)o2)cc1	i	i	i	i	i	i	i	-8	i	i	i
CC(=O)Nc1ccc(NC(=O)CSc2nnnn2C2CCCCC2)cc1	i	i	i	i	i	i	i	-8	i	i	i
O=C(NC(=S)Nc1cccc(NC(=O)c2ccc(Cl)cc2Cl)c1)c1cccs1	i	i	i	i	i	i	i	-7	i	i	i
O=C(CN1C(=O)c2ccccc2S1(=O)=O)N1CCc2ccccc2C1	i	i	i	i	i	i	i	-13	i	i	i
Cc1cc(C)c(-c2cc(C(F)(F)F)no2)c(=O)[nH]1	i	i	i	i	i	i	i	-5	i	i	i
CCCc1cc(C(=O)N2CCN(c3ccccc3C)CC2)cs1	i	i	i	i	i	i	i	-13	i	i	i
Clc1ncnc2scc(C3COc4ccccc4O3)c12 (centres undefined)	i	i	i	i	i	i	i	-10	i	i	i
O=C1NC[C@@H](Cc2cccc3ccccc23)N(CC2CCCCC2)C1=O	i	i	i	i	i	i	i	-13	i	i	i
O=C(NC1CC(=O)N(c2ccc(F)cc2)C1)N1CCN(C(=O)c2ccco2)CC1 (centres undefined)	i	i	i	i	i	i	i	-10	i	i	i
CC(=O)Oc1ccc(C(=O)Nc2ccccc2C(=O)N2CCCC2)cc1	i	i	i	i	i	i	i	-1	i	i	i
CCOC(=O)Cc1csc(SCC(=O)c2c(N)n(CC(C)C)c(=O)n(C)c2=O)n1	i	i	i	i	i	i	i	-3	i	i	i
Cc1ccc2nc(NC(=O)c3ccc4c(c3)OCO4)sc2c1	i	i	i	i	i	i	i	1	i	i	i
CC(=O)c1c(C)[nH]c(C(=O)OCCOc2ccccc2)c1C	i	i	i	i	i	i	i	-10	i	i	i
CC(C)(C)c1ccc(C(=O)NCC(=O)OCC(=O)Nc2nc(-c3ccc(F)cc3)cs2)cc1	i	i	i	i	i	i	i	-11	i	i	i
Cc1cccc(C(=O)Nc2ccc(Oc3cnccn3)cc2)c1	i	i	i	i	nt	i	i	-8	i	i	i
COc1ccc(F)cc1S(=O)(=O)N1CCC(C(N)=O)CC1	i	i	i	i	i	i	i	-9	i	i	i
CSc1ccccc1NS(=O)(=O)c1cccc2nonc12	i	i	i	i	i	i	i	-6	i	i	i
COc1ccc(Nc2nc(Nc3ccc(OC)cc3)nc(-n3[nH]c(=O)c(C)c3C)n2)cc1	i	i	i	i	i	i	i	-13	i	i	i
COc1ccc(C2=NCCn3nc4cc([N+](=O)[O-])ccc4c32)cc1	i	i	i	i	i	i	i	-12	i	i	i
CC1CC(C)CN(C(=O)COC(=O)CCCN2C(=O)c3cccc4cccc(c34)C2=O)C1 (centres undefined)	i	i	i	i	i	i	i	-8	i	i	i
CCOc1ccc(C(=O)NC(=S)Nc2ccccc2N2CCOCC2)cc1Br	i	i	i	i	i	i	i	-12	i	i	i
COc1cc2c(cc1OC)CN(CC(=O)Nc1ccc(C)c(C)c1)CC2	i	i	i	i	i	i	i	-10	i	i	i
CCCS(=O)(=O)C(=C(Nc1ccccc1)Nc1ccccc1)S(=O)(=O)CCC	i	i	i	i	i	i	i	-2	i	i	i
